Screening data: PubChem, several laboratories
NOD1 NF-kB reporter – inhibition of NOD1-driven NF-kB reporter – cell-based, luminescence, uHTS, primary screen (AID 1578) | NOD1-driven NF-kB luciferase reporter cells, luminescence; higher % means a stronger effect | one-dose inhibition, % at 4 µM; EC50 in µM for titrated hits | 290,000 compounds, 1% hits; in the data active = inhibition mostly above about 36%, no sharp cut-off; inactive = mostly below about 34%;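 also: HEK-293T reporter cells stimulated with the NOD1 agonist gamma-tri-DAP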
T cell HTS – modulates CD8 T cell binding to vesicles | AID 2052 | 2C CD8+ T cell-vesicle binding, flow cytometry; hits give low values | 330,000 compounds, 0.068% hits | calls only at 7 µM;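 active = response, share of CD8 T cells binding vesicles, and their 90th percentile fluorescence all below set limits, cut at about 80% in these data, passing the limit was not always enough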
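Test system: purified 2C TCR transgenic mouse naive CD8+ T cells. Probe or stimulus: QL9-peptide-loaded Drosophila micro-vesicles bearing Ld, ICAM-1 and B7-1. Incubation: binding step 1.5 h, 37 °C, antibody labelling 20 min, ice. Measured by: flow cytometry of vesicle-bound cells.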
Myeloid diff 2 – compounds promoting myeloid differentiation | AID 624256 | ER-HoxA9 myeloid progenitors, lysozyme-GFP differentiation, flow cytometry | calls only at 10 µM | 360,000 compounds, 1% hits;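 active = normalized GFP-positive differentiation at or above the plate's own cutoff, the solvent-only control mean plus 3 SD; inconclusive = no clear call, values can overlap the other calls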;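 also: cells exposed to compound for four days before flow analysis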
KOR beta-arrestin-1 – kappa opioid receptor blockers – cell-based, luminescence, uHTS (AID 1778); KOR beta-arrestin recruitment, luminescence, antagonist mode; higher % means a stronger effect; one-dose inhibition, % at 10 µM; IC50 in µM for titrated hits; 290,000 compounds, 0.091% hits; also: strong numbers were not always called active
GPR55 beta-arrestin – selective activators of receptor GPR55 – imaging, U2OS cells, beta-arrestin-GFP redistribution, primary screen (AID 1961); activation, % at 10 µM, or EC50 in µM where a hit was titrated; U2OS GPR55 beta-arrestin-GFP redistribution imaging; higher % means a stronger effect; 290,000 compounds, 0.048% hits;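 active = activation above 40% with more than 50 cells counted in the well; inconclusive = wells holding fewer than 50 cells, flagged as toxic or sparse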;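 also: U2OS osteosarcoma cells stably expressing GPR55 and beta-arrestin-GFP; plate controls were DMSO negative control for no effect and LPI positive control for full effect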
KOR beta-arrestin-2 – kappa opioid receptor activators – cell-based, luminescence, uHTS, primary screen (AID 1777); one-dose activation, % at 10 µM; EC50 in µM for titrated hits; KOR beta-arrestin recruitment, luminescence; higher % means a stronger effect; 280,000 compounds, 0.02% hits; in the data active = activation above about 50%, passing the limit was not always enough; also: a part of the inactive calls stands beside numbers as strong as those of hits
GPR55 LPI antagonism – GPR55 antagonists blocking LPI-driven arrestin recruitment, primary screen, imaging, U2OS, beta-arrestin-GFP, LPI agonist (AID 2013); 290,000 compounds, 0.13% hits; inhibition, % at 10 µM; hits with a dose series show IC50 in µM; U2OS GPR55 beta-arrestin-GFP translocation imaging, LPI antagonism; higher % means a stronger effect;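 active = spots per cell inhibited over 60%, with over 100 cells counted and total cytoplasm intensity under 500,000; inconclusive = wells with under 100 cells, flagged as likely toxic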;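 also: U2OS cells stably carrying GPR55 and arrestin-GFP stimulated by 5 µM LPI near EC80; imaged beta-arrestin-GFP aggregate spots per cell after agonist stimulation; plate controls were LPI-stimulated DMSO wells for no effect and DMSO wells without LPI for full effect; some results filed as inactive read as strong as hits; confirmed hits need IC50 under 10 µM and bright autofluorescent wells are also inconclusive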
NOD2 inhibition – inhibition of NOD2-driven NF-kB reporter – cell-based, luminescence, uHTS, HEK293 (AID 1566) | HEK293 NOD2/NF-kB luciferase reporter, luminescence; higher % means a stronger effect | one-dose inhibition, % at 4 µM; EC50 in µM for titrated hits | 290,000 compounds, 0.63% hits; also: many of its hits are not listed in these tables
NTR1 agonist – agonists of NTR1, primary screen, imaging, U2OS cells, beta-arrestin-GFP, high content (AID 493036) | P30989 | NTR1-U2OS beta-arrestin-GFP spot imaging, agonist mode | 330,000 compounds, 0.17% hits | activation, % at 20 µM;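 active = activation at or above 40% of the spot to cytoplasm intensity ratio, with at least 20 cells analyzed; inconclusive = wells under 20 cells, flagged as cytotoxic or low count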;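 also: 0% = DMSO without peptide and 100% = 100 nM NTR1 peptide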
Target sequence (P30989 whole entry, looked up): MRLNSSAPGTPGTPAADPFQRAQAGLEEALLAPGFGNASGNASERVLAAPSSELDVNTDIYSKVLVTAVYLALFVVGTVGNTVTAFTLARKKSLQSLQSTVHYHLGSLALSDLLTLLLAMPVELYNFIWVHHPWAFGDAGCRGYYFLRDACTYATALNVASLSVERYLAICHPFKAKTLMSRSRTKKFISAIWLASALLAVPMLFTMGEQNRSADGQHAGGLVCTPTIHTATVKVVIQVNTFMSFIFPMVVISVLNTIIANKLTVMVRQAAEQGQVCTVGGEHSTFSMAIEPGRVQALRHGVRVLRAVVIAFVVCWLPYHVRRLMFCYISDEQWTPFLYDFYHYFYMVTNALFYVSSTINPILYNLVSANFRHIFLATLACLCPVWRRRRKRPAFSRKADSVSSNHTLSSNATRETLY
T cell HTS vesicle-bound % – further read-out of T cell HTS, marked with its call; double positive events, %; measured here: CD8+ vesicle-bound cell fraction;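 binding gate set so that unloaded-vesicle control wells show 10% double positive cells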
NTR1 agonist cell count 20 µM – further read-out of NTR1 agonist, marked with its call; cell count; measured here: cell count, cytotoxicity flag
Myeloid diff 2 GFP+ MAC1+ % – also measured in Myeloid diff 2; calls as there; GFP+ MAC1+ double positive, %; measured here: differentiation confirmed by MAC1 staining
Active calls of the source: *; i = inactive; ? = inconclusive; / = no result given; [ ] = dose if it differs, or a comment. Rule as the data show it, unless noted: active = inhibition above about 50%; inactive = the rest. A portion of the library; the hit share may differ from the screen's.

SMILES	NOD1 NF-kB reporter	T cell HTS	T cell HTS vesicle-bound %	Myeloid diff 2	Myeloid diff 2 GFP+ MAC1+ %	KOR beta-arrestin-1	GPR55 beta-arrestin	KOR beta-arrestin-2	GPR55 LPI antagonism	NOD2 inhibition	NTR1 agonist	NTR1 agonist cell count 20 µM
COc1ccc(C(=O)OC(C(=O)c2ccc(C)cc2)c2ccccc2)cc1 (stereo unspecified)	19.5%	i	40.1	i	1.1	13.5%	0.2%	0.3%	1.6%	-6.8%	3.8	78
O=S(=O)(Nc1ccc2c(c1)nc1n2CCN(Cc2ccccc2)C1)c1ccc(Cl)cc1	39.1%	i	36.6	i	1.6	/	2.1%	/	24.8%	5.7%	7.5	102
NC(=O)Cn1cc(C(=O)COc2ccccc2)c2ccccc21	-26.6%	i	28.3	/	/	-25.3%[20 µM]	-0.1%	-9.5%	5.0%	12.8%	-2.8	67
CCCCc1ccc(N/C(N)=N/c2nc(C)cc(C)n2)cc1	-8.5%	i	30.3	i	0.0	2.4%	-0.6%	2.5%	19.5%	1.4%	19.3	55
COc1ccc(OC)c(S(=O)(=O)Nc2cc3c(cc2N2CCCC2)n(C)c(=O)c(=O)n3C)c1	-12.0%	i	16.3	i	1.1	-37.6%	-0.1%	-2.0%	4.4%	11.6%	-0.3	57
O=C(CNS(=O)(=O)c1ccc(Br)s1)NCc1ccc(F)cc1	16.0%	i	31.8	i	0.7	24.5%	-0.3%	-1.2%	4.8%	16.1%	-1.2	42
NC(=O)c1nn(-c2ccccc2)nc1NC(=O)CSc1nnnn1-c1ccc(Cl)cc1	-52.3%	i	51.0	i	0.1	-5.9%	0.4%	1.2%	8.5%	-3.3%	8.8	82
O=C(O)/C=C/c1cnn(-c2ccccc2)c1	-11.5%	/	/	i	0.5	-0.6%	0.2%	-2.1%	9.6%	-46.7%	/	/
O=C(CSc1nnc(-c2ccccc2F)o1)NC1CCCCC1	-1.8%	i	22.7	i	2.8	-67.9%	0.0%	-0.9%	14.3%	-7.9%	0.4	50
CC(=O)Nc1cc(OC(C)=O)c2nonc2c1OC(C)=O	-2.1%	i	18.6	i	10.8	-66.7%	-0.1%	1.4%	56.4%	-25.7%	8.4	51
CC12CCC(=O)N1C(C(=O)Nc1nc3ccc(S(C)(=O)=O)cc3s1)CS2 (stereo unspecified)	-12.4%	i	11.4	i	0.7	-4.7%	0.0%	-0.9%	14.6%	14.5%	0.9	79
O=C(CN1C(=O)C2CCCN2c2ncc(Cl)cc21)NCc1ccc2c(c1)OCO2 (stereo unspecified)	7.8%	/	/	i	0.9	-48.8%	0.2%	1.4%	-6.8%	-25.6%	/	/
O=C(c1cc(-c2cccc(Cl)c2)nc2ccccc12)N1CCN(c2ccccn2)CC1	8.9%	i	64.3	i	1.3	4.9%	-0.1%	-0.9%	-0.6%	-5.1%	6.0	57
CC(=O)NC1=NN(C(C)=O)C2(S1)C(=O)N(C(C)=O)c1ccc(C)cc12 (stereo unspecified)	-25.8%	i	43.2	i	0.2	-23.5%	0.0%	1.5%	7.7%	-5.7%	-0.3	72
C=CCn1c(Cc2cccs2)nnc1SCC(=O)NC1CC1	-8.9%	i	26.2	i	0.4	2.3%	-0.2%	1.6%	14.8%	-5.9%	0.3	64

Continued, overlapping the part above by two compounds.
SMILES	NOD1 NF-kB reporter	T cell HTS	T cell HTS vesicle-bound %	Myeloid diff 2	Myeloid diff 2 GFP+ MAC1+ %	KOR beta-arrestin-1	GPR55 beta-arrestin	KOR beta-arrestin-2	GPR55 LPI antagonism	NOD2 inhibition	NTR1 agonist	NTR1 agonist cell count 20 µM
CC(=O)NC1=NN(C(C)=O)C2(S1)C(=O)N(C(C)=O)c1ccc(C)cc12 (stereo unspecified)	-25.8%	i	43.2	i	0.2	-23.5%	0.0%	1.5%	7.7%	-5.7%	-0.3	72
C=CCn1c(Cc2cccs2)nnc1SCC(=O)NC1CC1	-8.9%	i	26.2	i	0.4	2.3%	-0.2%	1.6%	14.8%	-5.9%	0.3	64
Cc1ccc(NCCC(=O)c2cccs2)cc1	-75.2%	i	20.0	i	0.7	-29.1%	-0.1%	4.6%	-7.4%	-103.8%	0.9	56
Cc1ccc(-c2nnn(CC(=O)N(CCO)C(C(=O)NC3CCCCC3)c3ccncc3)n2)o1 (stereo unspecified)	-36.6%	/	/	i	0.2	-3.0%	0.2%	-1.3%	-4.8%	8.4%	-0.8	48
COc1cccc(NC(=O)Nc2ccc3c(c2)nnn3C)c1	-11.1%	i	57.5	i	1.7	20.6%	0.2%	-8.3%	3.0%	-10.0%	-0.2	41
Cc1ccc(CNC(=O)C2CC(c3ccccc3F)=NO2)cc1 (stereo unspecified)	-4.2%	i	49.5	i	1.2	-30.1%	0.4%	0.7%	4.2%	-33.6%	1.4	90
Cc1ccc(OCC(=O)N2N=C(c3ccncc3)CC2(O)C(F)(F)F)cc1C (stereo unspecified)	-3.1%	i	38.5	i	1.0	-17.6%	-0.1%	2.3%	3.0%	8.6%	1.2	48
O=C(Nc1ccc(C(F)(F)F)cc1)c1cnc(N2CCN(c3ccccn3)CC2)c2ccccc12	10.1%	i	56.7	i	0.0	22.2%	0.9%	19.4%	6.5%	20.4%	4.5	34
COc1ccc(NC(=O)CCS(=O)(=O)c2ccc3nc(C)sc3c2)cc1OC	-18.0%	i	22.5	i	3.5	2.9%[20 µM]	-0.1%	-4.7%	4.7%	6.7%	-1.3	58
CCOc1ccc(CN(C)C(=O)c2ccc(=O)[nH]c2)cc1	-32.6%	i	14.7	i	0.4	-15.8%	0.6%	6.5%	8.9%	-23.1%	-0.9	44
CCCC(=O)Nc1ccc(C(=O)O)cc1NC(=O)CCC	-32.2%	i	43.9	i	1.5	-8.6%	-0.1%	4.8%	15.3%	0.8%	-5.7	93
COc1cccc(C2NC(CC(C)C)(C(=O)O)C3C(=O)N(Cc4ccccc4)C(=O)C23)c1O (stereo unspecified)	0.7%	i	28.3	i	0.9	-0.8%	-0.1%	-0.8%	11.7%	6.3%	1.9	75
N/C(=N\OS(=O)(=O)c1ccccc1)c1ccncc1	-4.5%	i	27.4	i	0.6	-11.3%	-0.1%	3.7%	6.2%	5.4%	-1.3	41
CC(C)=C(NC(=O)c1ccccc1)C(=O)Nc1ccc(C(=O)O)cc1	-3.9%	i	49.7	i	0.4	3.5%	0.9%	-2.1%	12.0%	10.4%	-0.3	58
Cc1ccc(S(C)(=O)=O)cc1S(=O)(=O)Nc1ccccc1	-20.9%	i	48.0	i	0.4	15.2%	0.1%	8.1%	6.2%	2.1%	-1.6	62
CCOC(=O)c1ccc(N2CCOCC2)c(NC(=O)c2nccnc2C(=O)O)c1	-14.3%	i	34.3	i	0.5	9.5%	-0.1%	15.8%	11.1%	-1.4%	0.8	65
Cc1ccc(-n2nc3c(=O)n(CC(=O)NCCCc4ccccc4)nc(C)c3c2C)cc1	-16.6%	i	32.6	?	/	-9.5%	-0.1%	-5.1%	4.1%	24.5%	0.1	64
CCN(CC)C(=O)Cn1nc(C)c2ccccc2c1=O	-4.7%	i	34.8	i	0.8	9.4%	-0.2%	-3.4%	10.2%	-0.4%	0.9	57
O=C(Cn1nc(-c2cccc([N+](=O)[O-])c2)c2ccccc2c1=O)NCC1CCCO1 (stereo unspecified)	-28.9%	i	38.6	/	/	-2.8%	-0.4%	-1.3%	-3.1%	7.4%	0.0	31
CCC(C(=O)Nc1nc(C)c(C(=O)OC)s1)c1ccccc1 (stereo unspecified)	-16.0%	i	49.4	i	0.2	-11.5%[20 µM]	-0.1%	-0.3%	-11.0%	-3.6%	1.5	73
Cc1ccc(C)c(S(=O)(=O)N2CCN(CC(=O)Nc3ccc4c(c3)CCC4)CC2)c1	15.2%	i	13.7	i	0.0	-13.8%	-0.3%	9.7%	-0.6%	-29.9%	4.2	41
O=C(NCCN1CCN(Cc2ccccc2)CC1)C1CC(=O)N(C2CCCC2)C1 (stereo unspecified)	27.5%	i	42.0	i	0.8	-3.6%	0.2%	3.1%	12.0%	10.4%	-1.5	35
CC/C(=N/Nc1ccccc1Cl)c1cnnc(-c2ccccc2)n1	-6.3%	i	8.9	i	0.8	-7.7%	-0.2%	2.1%	0.1%	17.0%	8.4	70
CCC(=O)NC(=S)Nc1ccc(NC(=O)c2ccccc2[N+](=O)[O-])cc1	-16.9%	i	45.0	i	1.5	21.2%	-0.3%	-5.2%	-6.5%	6.3%	-1.0	66
O=C1C(=O)N(Cc2cccnc2)C(c2cccc(Br)c2)/C1=C(/O)c1ccc2c(c1)OCO2 (stereo unspecified)	27.3%	i	66.5	i	1.2	46.2%	0.4%	0.0%	-3.4%	-17.5%	1.2	62
CCC(CC)C(=O)Nc1nnc(-c2cccs2)s1	-46.9%	i	55.4	i	1.0	-48.4%	-0.2%	-0.1%	5.9%	-10.3%	0.0	52
Cc1ccc(Cl)c(NC(=O)CN(C)CC(=O)Nc2ccc(F)c(F)c2F)c1Cl	-4.9%	i	44.4	?	/	-10.5%	0.1%	-2.6%	12.2%	20.0%	-0.5	70
COC(=O)c1c(-n2cnnn2)sc(C)c1C	-17.4%	i	56.4	i	10.6	15.3%	-0.1%	-1.2%	2.1%	0.9%	-0.5	63
COC(=O)Cn1c(CCS(=O)(=O)c2ccc(C)cc2)nc2ccccc21	-12.3%	i	12.3	i	6.0	8.6%	0.9%	-2.1%	0.7%	19.6%	-0.3	28
Cc1nc(-c2ccc(NC(=O)CC(C)C)cc2)cs1	-59.9%	i	68.0	i	0.7	9.7%	-0.2%	-2.4%	8.6%	-62.5%	0.9	71
CCO[C@@H]1OC(C(=O)NCc2ccccc2)=C[C@H](C2CC2)[C@H]1CCCO	-5.3%	/	/	i	0.8	8.4%	-0.2%	-1.1%	-6.3%	-7.5%	-2.0	92
O=C(C1CCN(C2CC(=O)N(Cc3ccccc3)C2=O)CC1)N1CCCCCC1 (stereo unspecified)	-7.8%	i	8.0	i	1.2	-12.7%	0.1%	1.5%	6.2%	-2.3%	-1.1	47
CN1CCc2cc(Cl)c(O)cc2[C@@H](c2ccccc2)C1	-16.8%	i	40.6	i	1.7	-11.3%	-0.5%	15.3%	-7.5%	-12.4%	-1.2	66
